Screening data from PubChem.
LRH-1 inv ag = LRH-1 (NR5A2) inverse agonists, primary screen, cell-based, luminescence, HEK293T, StAR-luciferase reporter; 360,000 tested, 0.13% active; AID 602396, 2012; Nuclear receptor subfamily 5 group A member 2 (Homo sapiens), O00482; LRH-1 transfected, 24 h; inhibition, % at 3.6 µM;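 active means inhibition above the mean inhibition of all tested compounds plus 3 SD, cut at about 73% in these data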;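 further: 0% = DMSO wells and 100% = reporter-only cells lacking LRH-1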
COUP-TFII inh = NR2F2 transcriptional activity inhibitors, primary screen, cell-based, luciferase reporter, HEK293T, luminescence. inhibition, % at 8.6 µM. 370,000 tested, 0.7% active. HEK293T NGFI-A luciferase reporter. AID 686940, 2013. COUP transcription factor 2 (Homo sapiens), P24468;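 active means inhibition above a per-plate cutoff, mean inhibition of test wells between control levels plus 3 SD, cut at about 38% in these data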;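 further: cells cotransfected with COUP-TFII expression vector driving the NGFI-A reporter; 0% = median of COUP-TF2 test wells and 100% = reporter-only cells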
SRC1 inh = SRC1 coactivator transcriptional activity inhibitors, primary screen, cell-based, luminescence; 360,000 tested, 0.12% active; HEK293 GAL4-SRC1 luciferase reporter; Nuclear receptor coactivator 1 (Homo sapiens), Q15788; inhibition, % at 3.6 µM;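 active means inhibition above the campaign mean plus 3 SD, with each screening campaign given its own cutoff, cut at about 60% in these data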;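 further: 0% = DMSO treated cells and 100% = gossypol at 36 µM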
Target sequence (Q15788 whole entry, looked up, the tested form may be a part): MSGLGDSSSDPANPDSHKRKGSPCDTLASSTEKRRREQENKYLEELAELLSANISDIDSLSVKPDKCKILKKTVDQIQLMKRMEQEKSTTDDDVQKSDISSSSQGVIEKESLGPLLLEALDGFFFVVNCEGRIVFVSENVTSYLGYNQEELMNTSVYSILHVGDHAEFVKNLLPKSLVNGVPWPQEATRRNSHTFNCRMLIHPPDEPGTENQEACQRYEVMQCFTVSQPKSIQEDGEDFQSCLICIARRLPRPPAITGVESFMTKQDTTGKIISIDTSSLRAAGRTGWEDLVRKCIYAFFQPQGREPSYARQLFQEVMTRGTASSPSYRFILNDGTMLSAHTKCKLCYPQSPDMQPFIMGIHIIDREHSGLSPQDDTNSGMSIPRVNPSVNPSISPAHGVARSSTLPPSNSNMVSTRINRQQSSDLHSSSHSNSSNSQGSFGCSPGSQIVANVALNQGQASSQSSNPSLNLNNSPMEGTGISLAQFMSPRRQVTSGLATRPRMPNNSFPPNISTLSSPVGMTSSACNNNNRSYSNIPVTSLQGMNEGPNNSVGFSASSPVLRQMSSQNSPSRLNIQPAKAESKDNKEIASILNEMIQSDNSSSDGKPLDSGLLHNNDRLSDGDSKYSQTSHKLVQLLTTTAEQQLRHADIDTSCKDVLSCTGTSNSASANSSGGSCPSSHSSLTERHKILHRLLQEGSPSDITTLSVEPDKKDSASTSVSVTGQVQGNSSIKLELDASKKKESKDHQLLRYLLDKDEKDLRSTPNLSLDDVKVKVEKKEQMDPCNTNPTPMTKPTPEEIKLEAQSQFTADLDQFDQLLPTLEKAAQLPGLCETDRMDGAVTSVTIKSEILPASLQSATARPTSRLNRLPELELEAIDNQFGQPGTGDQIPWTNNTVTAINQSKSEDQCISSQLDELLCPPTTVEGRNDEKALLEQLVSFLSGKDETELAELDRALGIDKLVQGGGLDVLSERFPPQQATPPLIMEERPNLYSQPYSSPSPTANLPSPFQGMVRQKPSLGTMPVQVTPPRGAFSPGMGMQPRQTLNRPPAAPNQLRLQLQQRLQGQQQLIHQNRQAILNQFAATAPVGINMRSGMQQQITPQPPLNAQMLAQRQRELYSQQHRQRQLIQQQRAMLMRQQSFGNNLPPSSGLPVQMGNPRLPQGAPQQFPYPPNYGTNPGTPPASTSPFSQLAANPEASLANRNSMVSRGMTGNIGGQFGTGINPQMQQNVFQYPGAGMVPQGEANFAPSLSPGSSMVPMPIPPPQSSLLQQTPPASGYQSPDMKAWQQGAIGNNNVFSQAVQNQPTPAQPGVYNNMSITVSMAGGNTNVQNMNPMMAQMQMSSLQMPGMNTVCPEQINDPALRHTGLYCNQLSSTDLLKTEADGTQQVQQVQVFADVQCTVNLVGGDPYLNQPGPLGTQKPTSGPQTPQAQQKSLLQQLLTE
SRC3 inh = SRC3 coactivator transcriptional activity inhibitors, primary screen, cell-based, luminescence; Nuclear receptor coactivator 3 (Homo sapiens), Q9Y6Q9; HEK293 GAL4-SRC3 luciferase reporter; inhibition, % at 3.6 µM; 360,000 tested, 0.17% active; AID 588352, 2011;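 active means inhibition above a per-campaign cutoff, the mean of all compounds plus 3 SD, cut at about 60% in these data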;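 further: 0% = DMSO-treated cells and 100% = gossypol-treated cells at 36 µM; higher means less SRC3-driven luciferase light from the GAL4 reporter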
CF NFkB block = inhibitors of PAF-induced NF-kB signaling, primary screen, cell-based, GFP fluorescence, uHTS. KKLEB NF-kB-GFP reporter, GFP fluorescence overnight. inhibition, % at 5 µM. 360,000 tested, 0.86% active. AID 588850, 2011;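 active means at least 50% inhibition at 5 µM, scaled per plate between neutral and stimulator controls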;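 further: PAF is a Pseudomonas aeruginosa culture filtrate used as stimulus; plate controls were PAF-stimulated DMSO wells for no effect and unstimulated DMSO wells for full effect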
Shn3 3UTR inh = reduction of Shn3 3'UTR firefly luciferase signal, primary screen, Schnurri-3 inhibitor project, cell-based, Clone20 osteoblasts, set 2. Clone20 osteoblast Shn3 3'UTR firefly luciferase, 24 h. inhibition, % at 12.5 µM. 360,000 tested, 0.52% active;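 active means mean inhibition of at least 75% with every replicate also reaching 75%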;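 further: 0% = median of neutral control wells and 100% = pilot-screen positive control compound; some compounds past the cut are filed as inactive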
EBV LMP1 NFkB = EBV LMP1-driven NF-kappaB luciferase reporter inhibitors, primary screen, cell-based, luminescence, single point. LMP1-induced NF-kappaB luciferase reporter cells. inhibition, % at 12.5 µM. 350,000 tested, 0.69% active; in the data active means inhibition above about 41%;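 further: 0% = neutral control wells and 100% = reference inhibitor control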
TRAIL sens C8 = viability loss with TRAIL in NB7+C8 cells, primary screen, TRAIL sensitizer project, cell-based, ATPlite luminescence. inhibition (viability loss, TRAIL sensitization), % at 10 µM. 360,000 tested, 1% active;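 active means compounds causing at least 50% loss of cell viability in the single-dose screen, relative to plate controls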
TWEAK-Fn14 inh = inhibitors of TWEAK-Fn14 signaling, primary screen, luciferase reporter cells, uHTS | AID 1159606, 2016 | TWEAK-stimulated Fn14 reporter cells, luciferase luminescence, 8 h | 360,000 tested, 2% active | inhibition, % at 10 µM; in the data active means inhibition above about 50%
TROY signal inh = inhibitors of TROY-driven NF-kB signaling, primary screen, Q293 LMP1-TROYcd cells, NF-kB luciferase, uHTS | Q293 LMP1-TROYcd NF-kB luciferase reporter, 4 h | inhibition, % at 10 µM | 360,000 tested, 0.98% active;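 active means compounds whose plate-normalised and pattern-corrected inhibition of the luciferase reporter signal at the single screening dose is 50% or more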
KKLEB cytotox = cytotoxicity in KKLEB CF airway cells, primary screen, cytotoxicity control for CF NF-kB inhibitor project, cell-based, uHTS, fluorescence assay plates; KKLEB CF airway cells viability, ATPlite luminescence, overnight; hits give low values; cells stimulated with P. aeruginosa culture filtrate; activity change (cytotoxicity), % at 5 µM; 360,000 tested, 0.36% active; AID 602141, 2011;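 active means corrected activity change at or below -50% at 5 µM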
Starred values were filed as active, the others as inactive. This is a subset; count on the stated rates, not on these rows.

Results for Cc1ccc(-c2n[nH]c(=S)n2/N=C\c2ccco2)cc1 ?
LRH-1 inv ag: 2; COUP-TFII inh: -1; SRC1 inh: 0; SRC3 inh: 3; CF NFkB block: 3; Shn3 3UTR inh: 11; EBV LMP1 NFkB: -2; TRAIL sens C8: 18; TWEAK-Fn14 inh: -10; TROY signal inh: -12; KKLEB cytotox: -9

Results for COc1ccc(NC(=O)c2ccc(-c3ccccc3)cc2)cc1NS(=O)(=O)c1ccc(F)cc1 ?
LRH-1 inv ag: 5; COUP-TFII inh: 28; SRC1 inh: 5; SRC3 inh: 22; CF NFkB block: 7; Shn3 3UTR inh: 81; EBV LMP1 NFkB: 27; TRAIL sens C8: 21; TWEAK-Fn14 inh: 62*; TROY signal inh: 31; KKLEB cytotox: 0

What do the screens show for `Cc1c(Cl)cccc1NC(=O)COC(=O)CCc1nc2ccccc2n1-c1ccccc1`?
LRH-1 inv ag: 9; COUP-TFII inh: -8; SRC1 inh: -1; SRC3 inh: 6; CF NFkB block: -2; Shn3 3UTR inh: -20; EBV LMP1 NFkB: -16; TRAIL sens C8: -9; TWEAK-Fn14 inh: 22; TROY signal inh: -7; KKLEB cytotox: 8

How did O=C(COC(=O)COc1ccccc1)Nc1cccc([N+](=O)[O-])c1 do in these assays?
LRH-1 inv ag: -21; COUP-TFII inh: -12; SRC1 inh: 3; SRC3 inh: 18; CF NFkB block: 0; Shn3 3UTR inh: -5; EBV LMP1 NFkB: -2; TRAIL sens C8: -6; TWEAK-Fn14 inh: -18; TROY signal inh: 10; KKLEB cytotox: -5

Results for Cc1nc(C(=O)NC2CCCCC2)sc1C1(C)CC(c2cccc([N+](=O)[O-])c2)=NO1 (stereo not drawn) ?
LRH-1 inv ag: 16; COUP-TFII inh: 3; SRC1 inh: -7; SRC3 inh: -11; CF NFkB block: -8; Shn3 3UTR inh: 27; EBV LMP1 NFkB: 14; TRAIL sens C8: 8; TWEAK-Fn14 inh: 10; TROY signal inh: 17; KKLEB cytotox: -1

How did COc1cc(OC)c(NC(=O)Cc2cccs2)cc1Cl do in these assays?
LRH-1 inv ag: -3; COUP-TFII inh: -9; SRC1 inh: -1; SRC3 inh: 0; CF NFkB block: 17; Shn3 3UTR inh: -64; EBV LMP1 NFkB: -12; TRAIL sens C8: -8; TWEAK-Fn14 inh: -5; TROY signal inh: 2; KKLEB cytotox: 3

What do the screens show for `CCN(C(=O)c1ccc(S(=O)(=O)N2CCOCC2)cc1)C1CCS(=O)(=O)C1` (stereo not drawn)?
LRH-1 inv ag: -6; COUP-TFII inh: 0; SRC1 inh: 10; SRC3 inh: 4; CF NFkB block: -2; Shn3 3UTR inh: 2; EBV LMP1 NFkB: -4; TRAIL sens C8: 4; TWEAK-Fn14 inh: 18; TROY signal inh: -2; KKLEB cytotox: 17

How did CC1CCCCN1CCNC(=O)Cn1nc(-c2ccccc2)ccc1=O (stereo not drawn) do in these assays?
LRH-1 inv ag: -13; COUP-TFII inh: 7; SRC1 inh: -12; SRC3 inh: 22; CF NFkB block: 29; Shn3 3UTR inh: 10; EBV LMP1 NFkB: -4; TRAIL sens C8: 20; TWEAK-Fn14 inh: 16; TROY signal inh: -15; KKLEB cytotox: -1

Results for COc1ccc(N2C(=O)c3cccc4cc(Br)cc(c34)C2=O)cc1 ?
LRH-1 inv ag: 5; COUP-TFII inh: -16; SRC1 inh: 7; SRC3 inh: 4; CF NFkB block: 5; Shn3 3UTR inh: -3; EBV LMP1 NFkB: 9; TRAIL sens C8: 2; TWEAK-Fn14 inh: -11; TROY signal inh: 12; KKLEB cytotox: -5

How did Cc1ccc2c([N+](=O)[O-])c(C)ccc2n1 do in these assays?
LRH-1 inv ag: 14; COUP-TFII inh: -1; SRC1 inh: 2; SRC3 inh: 0; CF NFkB block: 7; Shn3 3UTR inh: 23; EBV LMP1 NFkB: 12; TRAIL sens C8: -1; TWEAK-Fn14 inh: 3; TROY signal inh: -1; KKLEB cytotox: -6

How did CCn1nnnc1SCC(=O)c1ccc(C)cc1C do in these assays?
LRH-1 inv ag: -133; COUP-TFII inh: -28; SRC1 inh: -105; SRC3 inh: -115; CF NFkB block: 7; Shn3 3UTR inh: -44; EBV LMP1 NFkB: 19; TRAIL sens C8: 11; TWEAK-Fn14 inh: 14; TROY signal inh: -14; KKLEB cytotox: 3

What do the screens show for `CC1=C(C(=O)OC(C)C)C(c2ccccc2)NC(=S)N1C` (stereo not drawn)?
LRH-1 inv ag: 2; COUP-TFII inh: 8; SRC1 inh: -3; SRC3 inh: 13; CF NFkB block: 9; Shn3 3UTR inh: -27; EBV LMP1 NFkB: -3; TRAIL sens C8: -8; TWEAK-Fn14 inh: 9; TROY signal inh: -12; KKLEB cytotox: 0

How did CCc1nnc(NC(=O)C2c3ccccc3Oc3ccccc32)s1 do in these assays?
LRH-1 inv ag: -16; COUP-TFII inh: -5; SRC1 inh: 6; SRC3 inh: -6; CF NFkB block: -2; Shn3 3UTR inh: 20; EBV LMP1 NFkB: 7; TRAIL sens C8: -10; TWEAK-Fn14 inh: -5; TROY signal inh: 5; KKLEB cytotox: 9

Results for Cc1ccc(-c2nnn3c2nc(Cl)c2ccccc23)cc1 ?
LRH-1 inv ag: -24; COUP-TFII inh: 6; SRC1 inh: -19; SRC3 inh: 1; CF NFkB block: 12; Shn3 3UTR inh: -10; EBV LMP1 NFkB: -6; TRAIL sens C8: 32; TWEAK-Fn14 inh: -15; TROY signal inh: -30; KKLEB cytotox: 0

Results for O=C(CSc1nnc(CNC(=O)c2cccc(C(F)(F)F)c2)o1)NC1CCCC1 ?
LRH-1 inv ag: 5; COUP-TFII inh: 21; SRC1 inh: 12; SRC3 inh: 20; CF NFkB block: -11; Shn3 3UTR inh: -5; EBV LMP1 NFkB: -1; TRAIL sens C8: 1; TWEAK-Fn14 inh: -10; TROY signal inh: -1; KKLEB cytotox: 18

Results for O=C(Nc1ccc(Cl)cc1)C1C2CCC3C(CCC21)C3(Cl)Cl (stereo not drawn) ?
LRH-1 inv ag: -26; COUP-TFII inh: 0; SRC1 inh: 7; SRC3 inh: 24; CF NFkB block: 4; Shn3 3UTR inh: 5; EBV LMP1 NFkB: -1; TRAIL sens C8: 33; TWEAK-Fn14 inh: -28; TROY signal inh: 38; KKLEB cytotox: -5

What do the screens show for `CCN(CC(=O)NCc1ccc(F)cc1)C(=O)c1ccc(COc2ccccc2)cc1`?
LRH-1 inv ag: -43; COUP-TFII inh: -37; SRC1 inh: -44; SRC3 inh: -26; CF NFkB block: -10; Shn3 3UTR inh: -45; EBV LMP1 NFkB: -23; TRAIL sens C8: -22; TWEAK-Fn14 inh: 4; TROY signal inh: 2; KKLEB cytotox: -1

What do the screens show for `COCc1nc2ccccc2n1CCc1ccccc1`?
LRH-1 inv ag: -1; COUP-TFII inh: 2; SRC1 inh: 1; SRC3 inh: 23; CF NFkB block: 0; Shn3 3UTR inh: 3; EBV LMP1 NFkB: -2; TRAIL sens C8: -11; TWEAK-Fn14 inh: 9; TROY signal inh: 20; KKLEB cytotox: 4

Results for CC(=O)c1c(COC(=O)c2ccc(Cl)cc2)nc2ccccc2[n+]1[O-] ?
LRH-1 inv ag: 5; COUP-TFII inh: 8; SRC1 inh: -5; SRC3 inh: 8; CF NFkB block: 9; Shn3 3UTR inh: 15; EBV LMP1 NFkB: -8; TRAIL sens C8: 14; TWEAK-Fn14 inh: 2; TROY signal inh: 13; KKLEB cytotox: -2

What do the screens show for `COc1ccccc1CNS(=O)(=O)c1cccc2nsnc12`?
LRH-1 inv ag: -15; COUP-TFII inh: 19; SRC1 inh: -8; SRC3 inh: -6; CF NFkB block: -2; Shn3 3UTR inh: 3; EBV LMP1 NFkB: -7; TRAIL sens C8: 3; TWEAK-Fn14 inh: 1; TROY signal inh: 8; KKLEB cytotox: -1

2 entries drawn at random from the list so far:
Results for Cc1ccc(-c2nnn3c2nc(Cl)c2ccccc23)cc1 ?
LRH-1 inv ag: -24; COUP-TFII inh: 6; SRC1 inh: -19; SRC3 inh: 1; CF NFkB block: 12; Shn3 3UTR inh: -10; EBV LMP1 NFkB: -6; TRAIL sens C8: 32; TWEAK-Fn14 inh: -15; TROY signal inh: -30; KKLEB cytotox: 0

How did Cc1ccc2c([N+](=O)[O-])c(C)ccc2n1 do in these assays?
LRH-1 inv ag: 14; COUP-TFII inh: -1; SRC1 inh: 2; SRC3 inh: 0; CF NFkB block: 7; Shn3 3UTR inh: 23; EBV LMP1 NFkB: 12; TRAIL sens C8: -1; TWEAK-Fn14 inh: 3; TROY signal inh: -1; KKLEB cytotox: -6

New compounds follow.
What do the screens show for `NC(=O)c1cc(S(=O)(=O)N2CCOCC2)ccc1N1CCCC1`?
LRH-1 inv ag: 10; COUP-TFII inh: -7; SRC1 inh: 1; SRC3 inh: 14; CF NFkB block: 0; Shn3 3UTR inh: -7; EBV LMP1 NFkB: 4; TRAIL sens C8: 7; TWEAK-Fn14 inh: 0; TROY signal inh: 16; KKLEB cytotox: -1

What do the screens show for `O=C(CSc1ncn[nH]1)NNC(=O)c1ccccc1`?
LRH-1 inv ag: -6; COUP-TFII inh: -12; SRC1 inh: -11; SRC3 inh: -12; CF NFkB block: 22; Shn3 3UTR inh: -8; EBV LMP1 NFkB: 1; TRAIL sens C8: 10; TWEAK-Fn14 inh: 6; TROY signal inh: 10; KKLEB cytotox: 1

Results for Cc1ccc(C(=O)N2CCN(C(=O)c3ccccc3)C2c2ccc(N(C)C)cc2)cc1 (stereo not drawn) ?
LRH-1 inv ag: 7; COUP-TFII inh: 23; SRC1 inh: -7; SRC3 inh: -7; CF NFkB block: -2; Shn3 3UTR inh: -9; EBV LMP1 NFkB: 3; TRAIL sens C8: -5; TWEAK-Fn14 inh: -5; TROY signal inh: -1; KKLEB cytotox: 6

How did CCc1cccc(C)c1NC(=O)CSc1nnc(C)o1 do in these assays?
LRH-1 inv ag: -2; COUP-TFII inh: -15; SRC1 inh: -103; SRC3 inh: 10; CF NFkB block: 0; Shn3 3UTR inh: 1; EBV LMP1 NFkB: 4; TRAIL sens C8: -7; TWEAK-Fn14 inh: 4; TROY signal inh: -4; KKLEB cytotox: 12
